Hsp70 displacement: Hsp70 inhibitors, probe displacement, primary screen, biochemical, fluorescence polarization (AID 583); Hsp70 fluorescence polarization probe displacement, mP; higher % means a stronger effect; 140,000 tested, 0.06% active; Heat shock 70 kDa protein 1A (Homo sapiens); one-dose displacement, % at 20 µM; IC50 in µM for titrated hits; in the data active = displacement above about 50%;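 note: plate controls were vehicle for no effect and reference ligand for full effect; a part of the inactive calls stands beside numbers as strong as those of hits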
MKP-3 inhibition: MKP-3 phosphatase inhibitors, primary screen, biochemical, rat enzyme, in vitro (AID 425). Dual specificity protein phosphatase 6 (Rattus norvegicus). 110,000 tested, 0.17% active. one-dose inhibition, % at 20 µM; IC50 in µM for titrated hits. recombinant MKP-3 phosphatase activity, fluorescence; higher % means a stronger effect; in the data active = inhibition above about 50%;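 note: plate controls were vehicle for no effect and reference inhibitor for full effect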
* marks the source's active call; other numbers are inactive results; . = not tested or not shown; & = joins results of further samples. A portion of the library; the hit share may differ from the screen's.

SMILES	Hsp70 displacement	MKP-3 inhibition
Cc1ccc(CNCC2CCCO2)o1 (stereo not given)	-2.8%	.
CN(Cc1ccccc1)C(=O)NC1CCCCC1	-2.8%	.
COc1cc(NC(=O)[C@@H]2C3C=CC(C3)[C@@H]2C(=O)O)c(OC)cc1Cl (stereo not given in full)	-4.0%	0%
OC1CN=C2CCCc3c2n(c2ccc(Cl)cc32)C1 (stereo not given)	4.0%&2.6%	-1%&3%
NCCOc1ccccc1-c1ccccc1	1.9%	-5%
O=C(O)C1C2CCC(O2)C1C(=O)N1CCN(c2ccc(F)cc2)CC1 (stereo not given)	-0.5%	2%
CCCc1cc(=O)n2[nH]c(-c3ccc(C)cc3)cc2n1	1.7%&-3.8%	-5%&-2%
O=C(c1ccccc1)N(Cc1ccc(F)cc1)C1CCS(=O)(=O)C1 (stereo not given)	2.6%	-4%
COc1ccc(OC)c(NC(=O)c2ccc(C)o2)c1	-1.7%	4%
CCc1ccccc1-n1c(SCC(=O)Nc2ccc3c(c2)OCCO3)nc2[nH]ncc2c1=O	-0.7%	14%
COCCNC(=O)C1CCN(S(=O)(=O)N2CCC3(CC2)OCCO3)CC1	6.1%	-2%
OCCn1c(SCCOc2ccccc2F)nc2ccccc21	6.1%	.
COc1cccc(CNCc2ccc([N+](=O)[O-])cc2)c1OC	0.7%	-1%
COc1ccc(NC(=O)CSc2nnc(Cc3cccn3C)n2-c2ccc(OC)cc2)cc1	-5.1%	-5%
S=C(NCCN1CCOCC1)Nc1ccc(Cl)cc1Cl	-1.5%	-2%
Cc1ccc(S(=O)(=O)N(CC(=O)NC2CCCC2)c2cccc(Cl)c2)cc1	1.1%	1%
CCOC(=O)c1oc2ccc(S(=O)(=O)N3CCC(C)CC3)cc2c1C	6.0%	-8%
O=S1(=O)CCC(SCc2nc3sccn3c2Br)C1 (stereo not given)	1.5%	9%
CC(=O)c1ccc(NC(=O)c2ccc3c(c2)OCCO3)cc1	3.8%	-5%
c1csc(C2C3=C(Nc4ncnn42)c2ccccc2OC3)c1 (stereo not given)	-4.9%	-6%
Cc1ccc2nsnc2c1NC(=O)COc1ccc([N+](=O)[O-])cc1	-0.4%	-1%
CS(=O)(=O)N1CCN(Cc2cccnc2)CC1	3.4%	3%
CCOC(=O)C1=C(C)NC(=S)NC1c1cccc(C)c1 (stereo not given)	0.0%	2%
Cc1cc(S(=O)(=O)NCc2ccc(S(N)(=O)=O)cc2)c(C)s1	2.1%	-1%

Individual results from the entries so far.
In Hsp70 displacement, CC(=O)c1ccc(NC(=O)c2ccc3c(c2)OCCO3)cc1 is entered as 3.8%
In Hsp70 displacement, CS(=O)(=O)N1CCN(Cc2cccnc2)CC1 is entered as 3.4%

The list continues.
SMILES	Hsp70 displacement	MKP-3 inhibition
COc1cc(-c2nc(S(=O)(=O)c3ccccc3)c(N3CCOCC3)o2)cc(OC)c1OC	0.4%	-4%
Cc1cccnc1NC(=O)Nc1ccc(Cl)cc1	-4.1%	0%
COc1cc(S(=O)(=O)N2CCN(c3ccccc3F)CC2)ccc1Cl	-0.2%	-2%
O=C(O)CCC(=O)N1N=C(c2cccs2)CC1c1cn(-c2ccccc2)nc1-c1ccccc1 (stereo not given)	-3.7%	.
Cc1nn(CC(=O)NCc2cccnc2)c(=O)c2ccccc12	3.9%	-9%
CC1(C)N=C(c2ccc(Cl)cc2)C(=O)N1	0.3%	0%
O=C(c1ccc([N+](=O)[O-])cc1)N1CCN(Cc2cccc3ccccc23)CC1	-1.2%	8%
COc1ccccc1CNc1cc(C)ccc1C	5.2%	.
Nc1nnc(SCC(=O)NC2CCCCC2)s1	3.7%	.
CC1S/C(=C(\C#N)C(=O)NCc2ccco2)N(c2ccc(F)cc2)C1=O (stereo not given)	-1.6%	-5%
NC(=O)C(c1ccccc1)C1CCCCC1 (stereo not given)	-1.7%	.
COc1cc(/C=N\NC(=O)COc2ccccc2Cl)cc(OC)c1O	0.3%	2%
COc1ccc(Cc2nnc(NC(=O)c3c(-c4ccccc4)noc3C)s2)cc1OC	13%	2%
COc1ccc(C(=O)n2cnnc2N)cc1	4.5%	.
CSc1cccc(NC(=O)CN(C)S(=O)(=O)c2ccccc2)c1	5.4%	3%
COc1ccc(/C=C/C(=O)Nc2nc3ccccc3n2C)cc1	2.9%	0%
COc1ccccc1N(CC(=O)NCCSC(C)(C)C)S(C)(=O)=O	0.1%	-3%
COC(=O)c1cc(C(=O)N2CCOCC2)cc([N+](=O)[O-])c1	1.8%	2%
CC(=O)NCCc1ccc(S(=O)(=O)N(C)C2CCS(=O)(=O)C2)cc1 (stereo not given)	-2.8%	-12%
O=C(COC(=O)C1CCCO1)Nc1cccc(C(F)(F)F)c1 (stereo not given)	4.7%	-1%
CC(C)C1O/C(=N/C(=O)Nc2ccc(Cl)c(Cl)c2)NC1=O (stereo not given)	0.3%	.
CN(C)/C=C1\N=C(c2cccc(Br)c2)OC1=O	-1.9%	2%
CCN1CCN(c2nc(C)nc3c2sc(=S)n3C)CC1	5.2%	-7%
COC(=O)c1cc(NC(=O)c2cc(I)ccc2Cl)cc(C(=O)OC)c1	3.6%	-2%
O=C(NCCc1ccc(Cl)cc1)C(=O)Nc1ccccc1F	4.0%	-2%
O=C(N/N=C/c1ccc(/C=N/NC(=O)c2ccc(Br)cc2)cc1)c1ccc(Br)cc1	4.9%	2%
CCCOc1ccc(C(=O)Nc2scc(-c3ccc(C)cc3)c2C(=O)OCC)cc1	-6.4%	2%
Cc1ccc(S(=O)(=O)NCCC(=O)NC2CCCC2)cc1	-1.6%	-9%
COc1ccc2occ(NC(C)=O)c2c1	2.4%	6%
O=C1c2cccc3cccc(c23)C(=O)N1/N=C/c1cccc([N+](=O)[O-])c1	-3.6%	2%
Fc1ccccc1C=NN1CCN(Cc2ccccc2Cl)CC1	1.1%	3%
Cc1cccc2cc(COC(=O)C3CCCCC3)c(=O)[nH]c12	2.2%	-16%
Cc1cccc(Cn2c(CN3CCN(Cc4ccccc4)CC3)nc3c2c(=O)[nH]c(=O)n3C)c1	-5.6%	-1%
O=C1C2C(C(=O)N1/N=C/c1ccccc1Cl)C1C=CC2C12CC2 (stereo not given)	6.7%	1%
CCCCNC(=O)NC1(C(F)(F)F)Oc2ccccc2O1	-0.8%	.
COc1ccc(/C=C2\SC(=S)NC2=O)c(OC)c1OC	7.2%	0%
O=C(CN1C(=O)/C(=C/c2cccc(Br)c2)SC1=S)Nc1cccnc1	-0.9%	-1%
COc1cc(/C=C2/SC(=S)N(CCC(=O)Nc3ccc4c(c3)OCO4)C2=O)cc(OC)c1OC	-2.3%	-2%
CCN(CC)S(=O)(=O)c1ccc(-c2nnc(SCC(=O)Nc3ccc(OC)c(OC)c3)o2)cc1	-3.6%	.
Cc1nn2c(nc1=O)SCC(c1ccccc1)=N2	-1.3%	.
CCC(C(=O)Nc1cc(C)on1)c1ccccc1 (stereo not given)	4.5%&-3.5%	-3%
CC(=O)n1cc(Nc2cccc([N+](=O)[O-])c2)c2ccccc21	-2.8%	2%
Cc1cc(Cl)ccc1OCC(=O)Nc1ccc2ccccc2c1	1.6%	0%
Fc1ccc(-c2noc(-c3ccc(F)cc3)n2)cc1	2.9%	5%
O=C(c1cnc(N2CCN(c3ncccn3)CC2)c2ccccc12)N1CCN(c2ccccn2)CC1	9.4%	2%
c1ccc(C2COC(c3cccs3)=N2)cc1 (stereo not given)	-2.1%	-1%
CC(C)C(=O)NC(=O)NCc1cccc([N+](=O)[O-])c1	-0.9%	0%
CC1(C)C(=O)OC(c2ccco2)C(C)(C)C1=O (stereo not given)	6.5%	.

17 structures out of the list, ordered by SMILES length, low to high:
SMILES	Hsp70 displacement	MKP-3 inhibition
COc1ccc2occ(NC(C)=O)c2c1	2.4%	6%
COc1ccc(C(=O)n2cnnc2N)cc1	4.5%	.
c1ccc(C2COC(c3cccs3)=N2)cc1 (stereo not given)	-2.1%	-1%
S=C(NCCN1CCOCC1)Nc1ccc(Cl)cc1Cl	-1.5%	-2%
COc1ccc(OC)c(NC(=O)c2ccc(C)o2)c1	-1.7%	4%
CN(C)/C=C1\N=C(c2cccc(Br)c2)OC1=O	-1.9%	2%
CCCc1cc(=O)n2[nH]c(-c3ccc(C)cc3)cc2n1	1.7%&-3.8%	-5%&-2%
Cc1cccc2cc(COC(=O)C3CCCCC3)c(=O)[nH]c12	2.2%	-16%
COc1cc(/C=N\NC(=O)COc2ccccc2Cl)cc(OC)c1O	0.3%	2%
COc1ccccc1N(CC(=O)NCCSC(C)(C)C)S(C)(=O)=O	0.1%	-3%
Cc1ccc2nsnc2c1NC(=O)COc1ccc([N+](=O)[O-])cc1	-0.4%	-1%
COC(=O)c1cc(NC(=O)c2cc(I)ccc2Cl)cc(C(=O)OC)c1	3.6%	-2%
Cc1ccc(S(=O)(=O)N(CC(=O)NC2CCCC2)c2cccc(Cl)c2)cc1	1.1%	1%
COc1ccc(NC(=O)CSc2nnc(Cc3cccn3C)n2-c2ccc(OC)cc2)cc1	-5.1%	-5%
O=C1c2cccc3cccc(c23)C(=O)N1/N=C/c1cccc([N+](=O)[O-])c1	-3.6%	2%
COc1cc(-c2nc(S(=O)(=O)c3ccccc3)c(N3CCOCC3)o2)cc(OC)c1OC	0.4%	-4%
Cc1cccc(Cn2c(CN3CCN(Cc4ccccc4)CC3)nc3c2c(=O)[nH]c(=O)n3C)c1	-5.6%	-1%

Going on with the list.
SMILES	Hsp70 displacement	MKP-3 inhibition
CCc1c(C)sc(NC(=O)C2CCCCC2C(=O)O)c1C#N (stereo not given)	6.4%	0%
COc1ccc(C(=O)N2CCCN(C)CC2)cc1S(=O)(=O)N1CCCc2ccccc21	-0.4%	-10%
CCOc1ccc(OCC)c(NC(=O)C2CCN(S(=O)(=O)c3cccnc3)CC2)c1	1.9%	.
Cc1cc(OCC(=O)N2CCCC2)ccc1Br	3.8%	1%
O=C(O)c1c(F)c(F)c(F)c(F)c1-c1ccc(Cl)cc1	-2.4%&2.0%	-11%&0%
N/C(=N\OC(=O)c1cccc(Br)c1)c1ccc([N+](=O)[O-])cc1	-1.6%	-1%
CCC1=C(OC(=O)c2ccccc2)C(C)(C)C(c2ccccc2)OC1=O (stereo not given)	1.0%	.
COC(=O)CCC(=O)Nc1ccc(Cl)c(Cl)c1	0.0%	-8%
COc1cccc(OC)c1C(=O)Nc1ccccc1I	0.0%	-1%
CC1(C)N=C(N)N=C(N)N1c1ccc(F)cc1F	0.5%	-5%
COc1ccccc1/C=c1/sc2nc(-c3ccc(Cl)cc3Cl)nn2c1=O	-8.6%	4%
Cc1ccc(NC(=O)CCn2cccc2)cc1C	-4.9%	.
N/C(=N\N=C\c1c[nH]c2ccccc12)c1nonc1N	-3.2%	0%
CC1(C(=O)O)CCC(C(=O)Nc2ccccc2O)C1(C)C (stereo not given)	0.9%	3%
CC/C(=C1/C(=O)CC(C)(C)C(C(=O)OC)C1=O)N1CCCC1 (stereo not given)	4.7%	-3%
CC(=O)Nc1ccc(S(=O)(=O)/N=C2/NC(=O)/C(=C\c3ccco3)S2)cc1	3.6%	5%
Cc1ccc(-c2csc(NC(=O)C3C4C=CC(O4)C3C(=O)O)n2)cc1 (stereo not given)	1.5%	4%
COc1cc(OC)c(C2CC(=O)N3CN(C)CSC3=C2C#N)cc1OC (stereo not given)	1.7%	-1%
O=C(Nc1ccc(S(=O)(=O)N2CCCCCC2)cc1)c1ccco1	0.9%&-2.4%	2%&4%
O=C(NC1CCCc2ccccc21)C1CCN(c2c3c(nc4ncnn24)CCC3)CC1 (stereo not given)	2.1%	0%
O=c1/c(=C/c2cc(Cl)ccc2OCc2ccccc2F)sc2nc3ccccc3n12	-13%	3%
CCOC(=O)CN(C)Cc1c[nH]c2ccccc12	-11%	-2%
COc1cccc(C(=O)N2CCN(Cc3cccc(F)c3)CC2)c1	-0.5%	0%
COc1ccc(/C(O)=C2\C(=O)C(=O)N(CCc3ccccc3)C2c2ccccc2F)cc1 (stereo not given)	0.2%	-3%
CC(=O)Oc1ccc(-c2cccc(C(=O)Nc3ccccc3Cl)c2)cc1	-4.0%	3%
COc1ccc(CNC(=O)C2CCCN(c3nc4ccccc4o3)C2)c(OC)c1 (stereo not given)	-2.1%	-1%
O=C(Nc1ccccn1)C1CC(=O)N(c2ccc(Br)cc2)C1 (stereo not given)	2.0%	4%
CCOc1ccc(NC(=O)CC2S/C(=N\N=C\c3ccc(O)c(OC)c3)NC2=O)cc1 (stereo not given)	-4.3%	4%
COc1ccccc1NC(=O)C1=C(C)NC(=O)NC1c1cccc(Cl)c1 (stereo not given)	0.7%	1%
O=C(COc1ccc(Cl)cc1Cl)Nc1ccc2c(c1)OCO2	2.9%	-1%
Nc1nnc(-c2ccc(C(=O)O)cc2)s1	-6.8%	-4%
CCOC(=O)CC(=O)Nc1nnc(CC(C)C)s1	1.1%	2%
COC(=O)c1c(NC(=O)/C=C/c2ccco2)sc(C)c1C	1.2%	-3%
CCOC(=O)CSCc1nc(-c2ccc(Cl)cc2)oc1C	-0.2%	-12%
CC(C)(Oc1ccc(CCNC(=O)c2ccc(Cl)cc2)cc1)C(=O)O	-1.4%	-9%
O=[N+]([O-])c1cccc(S(=O)(=O)N2CCCC2)c1	1.0%	3%
CCCC(=O)Nc1cc(-c2nnc(OC)c3ccccc23)ccc1N1CCOCC1	-1.1%	6%
Cc1noc(NS(=O)(=O)c2ccc(N/C=C\C(=O)c3ccc4c(c3)OCO4)cc2)c1C	-8.4%	.
CCOC(=O)Cc1csc(NC(=O)Cc2cccs2)n1	-1.8%	-15%
COC(=O)c1cccc(S(=O)(=O)N2CCC(NC(=O)Nc3cccc(F)c3)CC2)c1	-1.3%	-12%
CC1=C(C(=O)OC(C)C)C(c2coc3ccc(C)cc3c2=O)C2=C(CC(C)(C)CC2=O)N1 (stereo not given)	0.4%	3%
Cn1c(=O)c2c(nc(CN3CCN(C(=O)c4ccco4)CC3)n2Cc2cccc(Cl)c2)n(C)c1=O	3.1%	2%
CS(=O)(=O)N1CCC(C(=O)NCCC2=CCCCC2)CC1	4.6%	-4%

High-throughput results deposited in PubChem BioAssay by Sanford-Burnham Center for Chemical Genomics.
